M. tuberculosis HTS = M. tuberculosis growth inhibition, HTS (AID 449762). hit rate 0.59% among 330,000. one-dose inhibition, % at 25 µM; IC50 in µM for titrated hits. M. tuberculosis H37Rv growth inhibition, 7H9 media; higher % means a stronger effect; in the data active = a potency from the dose series; inconclusive = inhibition above about 70% without an active follow-up result;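 note: bacterial growth assessed after seven days of incubation; strong numbers were not always called active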
Salmonella PhoP GFP = Inhibition of PhoP regulon, Salmonella typhi GFP reporter cells, confirmation, 4 h (AID 1850); Salmonella Typhi PhoP-promoter GFP reporter, fluorescence, 4 h; higher % means a stronger effect; inhibition, % at 50 µM; hits with a dose series show IC50 in µM; hit rate 0.33% among 310,000; in the data active = a potency from the dose series; inconclusive = inhibition mostly from about 25% at the one dose, without a potency; inactive = the rest, 99 in 100 with inhibition below about 19%;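 note: 0% = induced wells with vehicle and 100% = uninduced wells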
inhibitors of VEEV = inhibitors of VEEV TC-83 cytopathic effect, confirmation, Vero cells (AID 588727); Vero cells, VEEV TC-83 cytopathic effect inhibition; higher % means a stronger effect; hit rate 0.13% among 350,000; inhibition, % at 20 µM, or IC50 in µM where a hit was titrated; in the data active = a potency from the dose series; inconclusive = inhibition mostly from about 14% at the one dose, without a potency; inactive = the rest, 99 in 100 with inhibition below about 12%; note: strong numbers were not always called active
influenza NS1A = H1N1 influenza NS1A inhibitors, functional cell based assay (AID 504329). NS1A functional cell-based assay, percent inhibition; higher % means a stronger effect. inhibition, % at 12.5 µM; hits with a dose series show IC50 in µM. hit rate 0.3% among 340,000; in the data active = a potency from the dose series; inconclusive = inhibition above about 27% without an active follow-up result; note: strong numbers were not always called active
M. tuberculosis = growth inhibition of non-replicating M. tuberculosis (AID 488890); Mycobacterium tuberculosis non-replicating, growth inhibition; higher % means a stronger effect; hit rate 0.39% among 320,000; inhibition, % at 25 µM; hits with a dose series show IC50 in µM; in the data active = a potency from the dose series; inconclusive = inhibition mostly from about 82% at the one dose, without a potency; inactive = the rest, 99 in 100 with inhibition below about 76%;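 note: plate controls were DMSO cells for no effect and high antibiotic wells for full effect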
* = called active by the depositor; i = inactive; ? = inconclusive; · = no result given.

Compound | M. tuberculosis HTS | Salmonella PhoP GFP | inhibitors of VEEV | influenza NS1A | M. tuberculosis
O=C(COc1ccccc1)Nc1ccc(S(=O)(=O)NCc2ccco2)cc1 | -3.0% | -4.1% | 2.2% | 4.0% | 14.4%
O=C(CSc1nc2ccccc2n1-c1ccccc1)Nc1ncc(Cl)cc1Cl | -7.9% | 2.7% | 4.63µM* | -9.0% | 70.1%
CCN1C(=O)C(=Cc2cc(C)n(C3CC3)c2C)C(=O)N(CC)C1=S | -2.6% | -4.9% | i | -1.7% | 69.5%
COc1ccc(CNC(=O)CN(C(=O)c2csnn2)c2cccc(F)c2)cc1 | 7.1% | -4.5% | 1.3% | 4.6% | -2.1%
O=C(CN1CCOCC1)Nc1c2c(nc3c1CCC3)CCC2 | 0.8% | -2.8% | 0.7% | -1.6% | 0.9%
O=C(c1ccco1)N1CCN(c2ccc([N+](=O)[O-])cn2)CC1 | -5.0% | 0.9% | 8.1% | -3.3% | 9.4%
CC1CC(=O)Nc2ccccc2N1S(=O)(=O)c1cccc(F)c1 (stereo not given) | -12.9% | 3.2% | 0.3% | · | -8.2%
COC(=O)c1cc(-c2c(C)oc3cc(O)ccc3c2=O)c(C)o1 | -5.3% | -15.8% | 0.8% | -6.1% | 3.5%
O=C(NCC(c1cccnc1)N1CCN(c2ccc(F)cc2)CC1)c1ccc(F)cc1 (stereo not given) | 2.8% | -3.1% | i | 7.4% | -0.6%
O=C(NCc1ccccc1)c1ncn[nH]1 | -1.3% | 7.7% | i | 5.9% | -2.6%
Cc1ccc(C)c(Cn2c3ccccc3c3cnn(CC(=O)NCCN4CCOCC4)c(=O)c32)c1 | 7.0% | 7.0% | i | -1.7% | 21.1%
CCOC(=O)CSc1nnc(CNC(=O)c2cc(OC)c(OC)c(OC)c2)n1C | 8.4% | 4.7% | i | -3.0% | 7.2%
Cc1cc(C)n(CCNC(=O)CC2C(=O)NCCN2CC2CCCCC2)n1 (stereo not given) | -1.6% | -8.2% | i | 1.3% | 10.4%
COC1CCCCC1Nc1cc(C)cc(C)c1 (stereo not given) | -1.3% | 11.4% | i | -11.5% | 0.1%
Cc1ccc(Cn2ncc3c(N4CCN(C)CC4)ncnc32)cc1 | 8.3% | -1.3% | 9.5% | 5.5% | -2.9%

Four compounds from above, sorted by count of non-hydrogen atoms, highest first:
Compound | M. tuberculosis HTS | Salmonella PhoP GFP | inhibitors of VEEV | influenza NS1A | M. tuberculosis
CCOC(=O)CSc1nnc(CNC(=O)c2cc(OC)c(OC)c(OC)c2)n1C | 8.4% | 4.7% | i | -3.0% | 7.2%
O=C(COc1ccccc1)Nc1ccc(S(=O)(=O)NCc2ccco2)cc1 | -3.0% | -4.1% | 2.2% | 4.0% | 14.4%
Cc1ccc(Cn2ncc3c(N4CCN(C)CC4)ncnc32)cc1 | 8.3% | -1.3% | 9.5% | 5.5% | -2.9%
CC1CC(=O)Nc2ccccc2N1S(=O)(=O)c1cccc(F)c1 (stereo not given) | -12.9% | 3.2% | 0.3% | · | -8.2%

More structures.
Compound | M. tuberculosis HTS | Salmonella PhoP GFP | inhibitors of VEEV | influenza NS1A | M. tuberculosis
Cc1cc(C)c2cc(CN(CCO)C(=O)Nc3ccc(Cl)cc3)c(=O)[nH]c2c1 | -0.1% | -6.7% | · | · | 3.9%
CC(C)c1nnc(NC(=O)CSc2nc3ccccc3[nH]2)s1 | 4.3% | 2.0% | 2.3% | -19.1% | 17.8%
OC(c1ccc(Cl)cc1)c1nccc2ccccc12 (stereo not given) | 4.6% | 0.2% | 1.9% | -8.2% | 24.1%
CC(NS(=O)(=O)c1ccc(Cl)cc1)C(=O)OCC(=O)c1ccc[nH]1 (stereo not given) | 0.5% | · | 1.2% | -6.2% | 19.3%
C#CCOCCOCCOCCNc1nc(N2CCOCC2)nc(N2CCN(C(=O)[C@H](CCC(=O)O)n3cc(C(N)[C@H](C)CC)nn3)CC2)n1 (stereo not given in full) | 1.2% | 4.8% | 7.2% | -1.0% | -1.1%
CC(=O)N1CC(=O)N(CC(=O)Nc2ccc(Br)cc2)C1=S | 5.7% | -4.8% | 3.0% | -3.2% | 2.3%
CCOC(=O)N1CCN(CCC(=O)Nc2ccc(F)c(F)c2)CC1 | -5.3% | 8.8% | i | -8.3% | -11.1%
O=C(CC1CCCCC1)NCCS(=O)(=O)N1CCN(c2ccccc2)CC1 | -5.9% | 6.7% | 1.2% | 8.2% | 3.5%
CCC(=NCc1ccc(Cl)c(Cl)c1)c1nc(-c2ccco2)oc1O | 9.8% | -9.8% | 9.6% | -0.7% | 35.0%
COc1ccc(CN(C)C(C)C(=O)NC2CCCc3ccccc32)cc1 (stereo not given) | 3.6% | -23.0% | 0.5% | -1.2% | 34.6%
CCOc1ccccc1N1CC(C(=O)NC2CCCCCC2)CC1=O (stereo not given) | -5.3% | · | 3.0% | -1.4% | -0.1%
Cc1ccc(N(CCC(=O)O)S(=O)(=O)c2ccc(C)cc2)cc1 | 58.2% | 2.1% | 1.5% | -4.1% | 1.7%
Cc1c(NC(=O)c2ccc(S(=O)(=O)N3CCOCC3)cc2)cccc1[N+](=O)[O-] | -1.7% | 1.9% | 1.7% | -4.0% | -1.5%
N#C/C(=C1/CCCCCN1)c1nnc2n1CCCCC2 | -4.2% | -18.3% | 0.6% | -2.6% | -4.9%
Cc1nc2ccccc2n1CC(=O)OCC(=O)NCc1ccccc1 | -9.9% | -0.5% | 0.8% | 0.6% | -17.5%
CC(=O)Oc1ccc(C2(C)CC(C)(C)Oc3cc(OC(C)=O)ccc32)c(OC(C)=O)c1 (stereo not given) | 0.4% | -9.1% | 1.3% | 4.0% | 60.3%
COc1ccc(OCCCC(=O)Nc2cc(Cl)ccc2-n2cncn2)cc1 | 3.7% | -8.4% | 9.0% | -2.9% | 17.8%
Cc1ccc(C(=O)COc2ncnc3cc(Cl)ccc23)cc1 | -1.2% | -4.6% | 0.9% | · | 37.9%
Cc1ccc(C)c(NC(=S)N2CCN(c3ccccn3)CC2)c1 | 0.1% | 2.6% | 0.1% | 2.8% | -16.5%
Cc1ccc(C2(C)NC(=O)N(CC(=O)N3CCN(C(=O)c4cccs4)CC3)C2=O)cc1 (stereo not given) | -9.4% | · | 0.4% | -14.4% | -9.0%
COc1cccc(NC(=O)CN(C)C(=O)c2ccc(N3CCCCC3)c([N+](=O)[O-])c2)c1 | -7.1% | · | 2.2% | 2.4% | 19.2%
CC(=O)N(CC1CCCO1)C1(C(=O)NC2CCCC2)CCCCC1 (stereo not given) | -7.4% | 1.1% | i | 0.5% | 0.5%
O=C(CCCCCNC(=O)N1CCn2c1nc1ccccc12)N[C@@H](Cc1ccccc1)C(=O)O | 1.6% | -7.7% | 0.3% | 1.1% | -1.4%
COCc1cc(C)nc(N/N=C/c2ccc(-c3ccc(C(=O)O)c(Cl)c3)o2)c1C#N | -7.0% | 3.8% | · | · | -16.2%
CCCc1ccc(OCC(=O)NNC(=S)NC(=O)c2ccco2)cc1 | ? | 6.8% | 13.6% | -4.2% | ?
Cc1ccc(NC(=O)N(C2CCCCC2)C(C)c2cccnc2)cc1C (stereo not given) | -11.5% | -4.1% | 2.5% | 4.2% | 22.6%
COc1ccc(NC(=O)C2C3C=CC(C3)C2C(=O)NCc2ccco2)c(OC)c1 (stereo not given) | 2.7% | -7.8% | 1.6% | -2.2% | 1.2%
Cc1ccc(Oc2ncccc2NC(=O)CC2(CC(=O)O)CCCC2)c2c1CCC2 | 4.0% | 0.3% | 0.5% | -28.8% | 16.3%
O=C(COC(=O)Cc1cccs1)NCC(=O)Nc1ccc(F)cc1 | -0.4% | · | 2.1% | -9.2% | -1.4%
CC(=O)N1CCCc2cc(S(=O)(=O)N3CCCC(C(=O)NCc4ccc(Cl)cc4)C3)ccc21 (stereo not given) | 0.2% | -1.8% | 0.4% | 0.1% | 17.3%
O=C(CCc1nnc(COc2ccccc2)o1)NCc1ccccc1 | 1.0% | -18.5% | i | 5.9% | 35.2%
CC(=O)NCCC(=O)Nc1cc(S(=O)(=O)N2CCCCC2)ccc1N1CCN(C)CC1 | 14.0% | -7.1% | 1.3% | 2.9% | 20.5%
O=C(NCCN1CCOCC1)c1cccn2c(=O)c3c4c(sc3nc12)CCCC4 | 0.4% | -3.8% | · | · | 2.6%
COc1cccc2cc(-c3nnc(SCC(=O)Nc4ccc(NC(C)=O)cc4)n3C)oc12 | 16.6% | 2.7% | 2.0% | 10.9% | 1.0%
Cc1cc(C)c2c(c1)c1nnc(SCCN3CCOCC3)nc1n2C | · | · | 1.4% | -4.5% | ·
CN(C(=O)c1ccccc1Br)C1CCS(=O)(=O)C1 (stereo not given) | -0.4% | 1.8% | 0.3% | -2.8% | -1.7%
Cc1cccc(OC(=O)c2sc(Cl)nc2C)c1 | 8.7% | 1.1% | i | -4.6% | 77.0%
C=CCNC(=S)NNC(=O)CCC(O)COCCC(C)C (stereo not given) | 1.2% | 9.4% | 0.9% | -2.9% | -11.5%
COC(=O)c1ccccc1OCCOc1ccccc1C(=O)OC | -0.3% | 1.7% | 0.8% | 21.5% | 25.5%
CCC(=O)N(Cc1cc(=O)[nH]c2ccccc12)c1ccc(C)cc1C | -9.0% | 7.4% | 1.1% | -12.2% | 2.8%
CCOc1cc(C(=O)Nc2cccc3ncccc23)cc(OCC)c1OCC | 5.2% | 4.5% | 1.2% | 0.4% | 4.5%
CCOC(=O)CSc1nc2cc(C(=O)NCC3CCCO3)ccc2c(=O)n1Cc1ccco1 (stereo not given) | 2.3% | -4.7% | 1.0% | 7.4% | 14.0%
CC(=O)Nc1c(C(=O)N2CCOCC2)cnn1-c1ccc(C)c(C)c1 | -8.3% | -2.2% | 3.4% | -5.6% | -0.6%
COc1cc(NC(=O)CN(C)S(=O)(=O)c2ccc3c(c2)CC(C)N3C(C)=O)cc(OC)c1 (stereo not given) | 7.6% | -19.0% | 3.7% | -1.3% | -5.7%
CCC[C@H](N[C@@H](CCC)[C@H](O)c1ccccc1)[C@H](O)c1ccccc1 | -2.7% | 8.3% | 2.6% | 3.2% | 14.1%

Next part; it opens with the four that closed the last part.
Compound | M. tuberculosis HTS | Salmonella PhoP GFP | inhibitors of VEEV | influenza NS1A | M. tuberculosis
CCOC(=O)CSc1nc2cc(C(=O)NCC3CCCO3)ccc2c(=O)n1Cc1ccco1 (stereo not given) | 2.3% | -4.7% | 1.0% | 7.4% | 14.0%
CC(=O)Nc1c(C(=O)N2CCOCC2)cnn1-c1ccc(C)c(C)c1 | -8.3% | -2.2% | 3.4% | -5.6% | -0.6%
COc1cc(NC(=O)CN(C)S(=O)(=O)c2ccc3c(c2)CC(C)N3C(C)=O)cc(OC)c1 (stereo not given) | 7.6% | -19.0% | 3.7% | -1.3% | -5.7%
CCC[C@H](N[C@@H](CCC)[C@H](O)c1ccccc1)[C@H](O)c1ccccc1 | -2.7% | 8.3% | 2.6% | 3.2% | 14.1%
Cc1cccc(N(Cc2ccccc2)C(=O)c2ccc(CS(C)(=O)=O)cc2)c1 | -3.1% | -11.8% | 3.7% | -2.5% | 7.1%
COc1ccc(-c2nnn(CC(=O)N(CCCN3CCOCC3)C(C(=O)NC3CCCC3)c3ccco3)n2)cc1 (stereo not given) | -1.9% | -5.3% | i | 0.5% | 9.8%
O=C(NCc1ccc2c(c1)OCO2)c1cccs1 | -6.1% | -1.4% | 0.9% | -11.2% | 56.9%
CCn1c(O)c2ccc(C(=O)N=NC(=O)c3ccccc3)cc2c1O | 4.7% | -3.5% | 1.2% | 14.5% | -12.7%
C[C@]12C=CC(=O)C=C1CC[C@@H]1C2[C@@H](O)C[C@@]2(C)C1CC[C@]2(O)C(=O)COC(=O)CCC(=O)O (stereo not given in full) | -7.9% | -3.2% | 2.3% | -2.0% | -9.6%
CCc1ccccc1N(CC)C(=O)c1cn(CC)c(=O)c2cc(OC)c(OC)cc12 | -2.9% | -3.3% | 10.0% | 0.3% | -0.6%
O=C(CSc1nnc2ccc(-c3ccncc3)nn12)N1CCCCC1 | -0.2% | 2.5% | 0.6% | 15.6% | -5.0%
CCOC(=O)C1C(=O)NC(c2ccccc2)=NC1c1ccc(OC)cc1 (stereo not given) | 2.0% | -2.4% | 0.1% | -11.4% | -3.5%
Cc1ccc(S(=O)(=O)NCC(=O)N(CC(=O)NCc2ccccc2)CC2CCCO2)cc1 (stereo not given) | -5.4% | -2.8% | i | -4.8% | 26.4%
COCc1nnc(NC(=O)CCc2ccc(OC)cc2)s1 | 6.7% | -7.1% | 0.3% | -3.6% | 19.6%
COC(=O)C1=C(C)NC(C)=C(C(=O)OCCN(C)Cc2ccccc2)C1c1cccc([N+](=O)[O-])c1 (stereo not given) | 0.8% | -0.7% | 5.0% | 5.3% | 18.8%

High-throughput results (PubChem)
